# Screening results: PubChem BioAssay, Sanford-Burnham Center for Chemical Genomics
# Mdm2 MdmX PPI – inhibitors of human Mdm2/MdmX interaction. SaOS-2 split-luciferase Mdm2/MdmX complementation, luminescence. inhibition, % at 8 µM. actives 3% (n = 330,000). AID 485346;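 active means inhibition of at least 50% at 8 µM in the primary screen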
# tim23-1 inh – growth inhibitors of tim23-1 mutant yeast; S. cerevisiae tim23-1 growth, BacTiter-Glo luminescence, 24 h; inhibition, % at 20 µM; actives 1.3% (n = 330,000); AID 463212;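 active means growth inhibition of the mutant yeast at or above 50%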;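 further: temperature-sensitive mutant grown at 25 °C; plate controls were DMSO-treated mutant yeast for no effect and medium wells lacking yeast for full effect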
# APJ agonist – agonists of human APJ apelin receptor | P35414 | actives 0.11% (n = 330,000) | CHO-K1 APJ PathHunter beta-arrestin, luminescence; 0% DMSO wells, 100% apelin | activation, % at 20 µM;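 active means activation more than six SD over the plate average, tested at 20 µM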;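 further: 0% = DMSO alone and 100% = apelin-13 at 10 nM; some results filed as inactive read as strong as hits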
# Target sequence (P35414 whole entry, looked up): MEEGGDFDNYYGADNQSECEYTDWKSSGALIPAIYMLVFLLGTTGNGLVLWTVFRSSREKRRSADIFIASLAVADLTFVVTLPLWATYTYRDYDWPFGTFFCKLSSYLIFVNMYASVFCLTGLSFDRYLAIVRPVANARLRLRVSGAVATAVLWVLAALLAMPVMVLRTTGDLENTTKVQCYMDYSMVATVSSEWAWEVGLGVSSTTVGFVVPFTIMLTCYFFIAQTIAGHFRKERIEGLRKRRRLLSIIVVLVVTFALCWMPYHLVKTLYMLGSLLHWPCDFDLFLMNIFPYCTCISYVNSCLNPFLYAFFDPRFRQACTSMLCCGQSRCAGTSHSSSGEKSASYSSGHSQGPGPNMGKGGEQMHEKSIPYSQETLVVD
#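 assay system = CHO-K1 APJ beta-arrestin complementation cell line | input = cell density 1000 per well | dosing = compound 20 µM once, DMSO 1% | timing = compound 90 min 25 °C, reagent 1 h | measured by = luminescence from split beta-galactosidase complementation, Galacton Star/Emerald II substrate | read-out basis = APJ agonist activity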
# UPR CHOP act – activators of apoptotic arm of unfolded protein response (CHOP). AID 449763. actives 0.34% (n = 330,000). CHO-CHOP luciferase reporter, UPR activation, luminescence; percent of tunicamycin response over DMSO baseline. activation, % at 10 µM;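 active means at 10 µM dose, activation of 40% or more, normalized to positive control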;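 further: 100% = tunicamycin at 10 µg/mL and 0% = DMSO alone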
#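 System: CHO-CHOP luciferase reporter cell line | Buffer or medium: F12 medium containing 10% fetal bovine serum | Doses: One dose, 10 µM in 0.5% DMSO | Times: 6 h compound exposure at 37 °C after overnight seeding | Signal: Luciferase luminescence | Read-out: % activation vs tunicamycin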
# CXCR6 block – CXCR6 (human) receptor inhibition; CHO-K1 PathHunter CXCR6 beta-arrestin, luminescence; AID 602244; inhibition, % at 20 µM; actives 0.36% (n = 360,000); in the data active means inhibition above about 34%, passing the limit was not always enough;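 further: antagonist mode with CXCL16 agonist at 10 nM final; 0% = 10 nM CXCL16 with DMSO and 100% = unstimulated wells without agonist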
# Target sequence (O00574 whole entry, looked up): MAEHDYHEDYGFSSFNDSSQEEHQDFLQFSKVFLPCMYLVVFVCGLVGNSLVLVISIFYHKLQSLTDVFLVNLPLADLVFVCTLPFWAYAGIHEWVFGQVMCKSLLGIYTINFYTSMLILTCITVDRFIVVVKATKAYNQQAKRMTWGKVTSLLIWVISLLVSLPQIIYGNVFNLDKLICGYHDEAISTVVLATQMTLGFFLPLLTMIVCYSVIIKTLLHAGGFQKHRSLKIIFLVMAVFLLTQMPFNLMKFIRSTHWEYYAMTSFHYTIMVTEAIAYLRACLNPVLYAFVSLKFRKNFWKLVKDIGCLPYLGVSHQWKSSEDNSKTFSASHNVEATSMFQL
# UPR XBP1 act – adaptive UPR (XBP1) activation. CHO-XBP1 luciferase reporter, IRE1-XBP1 UPR activation, luminescence; percent of tunicamycin response, DMSO as zero. activation, % at 20 µM. actives 0.33% (n = 330,000). AID 463104;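 active means versus positive control, 20 µM dose yields 30% or more activation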;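 further: 100% = tunicamycin at 10 µg/mL and 0% = DMSO only wells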
#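 Material: CHO-XBP1 cells stably carrying IRE1-XBP1-driven luciferase reporter / Amount: 1000 cells per well / Compound: 20 µM, 1% DMSO / Times: 6 h treatment, 37 °C / Detection: luciferase luminescence / Measure: % activation of reporter signal versus tunicamycin and DMSO controls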
# tim10-1 inh – growth inhibitors of tim10-1 mutant yeast; AID 463190; actives 2.2% (n = 330,000); inhibition, % at 20 µM; S. cerevisiae tim10-1 ts strain growth, BacTiter-Glo, 24 h;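 active means inhibition of at least 40%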;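 further: mutant grown at 25 °C; 0% = DMSO wells with yeast and 100% = wells holding no yeast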
# TIM10 inh – inhibits growth of TIM10 yeast strain | S. cerevisiae TIM10 strain growth, BacTiter-Glo luminescence, 24 h | actives 1.4% (n = 330,000) | inhibition, % at 10 µM;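 active means inhibition of 40% or more at the single tested concentration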;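 further: wild-type TIM10 isogenic control strain grown at permissive 25 °C; 0% = DMSO yeast wells and 100% = minimal medium wells without yeast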
# APJ antagonist – blocks the human apelin receptor APJ; actives 0.32% (n = 330,000); CHO-K1 APJ beta-arrestin complementation, luminescence; P35414; inhibition, % at 20 µM;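 active means inhibition above about 40% at 20 µM, limit read from the data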;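 further: cells challenged with 10 nM apelin-13 agonist together with compound; plate controls were apelin-13 plus DMSO wells for no effect and DMSO wells lacking apelin-13 for full effect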
# An asterisk follows results filed as active; x = no result given. This is a subset (hit frequency here may not be typical).
SMILES	APJ antagonist	APJ agonist	UPR XBP1 act	tim10-1 inh	CXCR6 block	Mdm2 MdmX PPI	UPR CHOP act	TIM10 inh	tim23-1 inh
CN(C)S(=O)(=O)Oc1ccc(Cl)cc1C(=O)Nc1cccc(C(F)(F)F)c1	5	-8	0	25	-12	28	2.3	12	30
COc1cccc(-c2c(C#N)c(SC)nc3cc(C)nn23)c1	12	-5	5	9	-2	8	-0.2	-8	-8
CC(/C=N\N1CCN(c2ccc(Cl)cc2)CC1)=C\c1ccccc1	10	-1	-4	2	-3	11	-1.2	5	11
O=C(COC(=O)c1ccc([N+](=O)[O-])s1)NC(=O)NCc1ccccc1	-30	2	2	70*	-14	13	-1.3	70*	-50
COC(=O)c1sc(N)c(C(=O)OC)c1CSc1nnnn1C	6	3	0	8	0	-2	-2.6	-1	-4
Cc1nc(NCc2ccc3c(c2)OCO3)c2nnn(Cc3ccccc3)c2n1	9	-3	5	23	8	77*	0.4	-8	-17
COc1cc(Cl)c(C)cc1NC(=O)CN1C(=O)C2CCCCC2C1=O (stereo not drawn)	9	-2	-4	-2	0	11	-1.1	-1	2
COc1ccc([N+](=O)[O-])cc1NC(=O)C1CCCN1S(=O)(=O)c1cccs1 (stereo not drawn)	18	-2	-1	18	8	7	1.1	8	22
NC(=O)C1CCN(Cc2ccc(OCc3ccccc3)cc2)CC1	5	-2	-2	-13	-8	-49	3.6	-26	11
Cc1ccc(Cn2c(SC(C)C(N)=O)nc3ccccc3c2=O)cc1 (stereo not drawn)	5	-2	-3	-3	1	33	0.8	7	-5
COc1ccc(C(=O)Oc2ccc(/C=N/Nc3ccc(Cl)c(C(=O)O)c3)cc2OC)cc1	-2	-1	-4	15	-4	14	2.4	19	19
CCC(C)NC(=O)c1ccc(CS(=O)(=O)Cc2ccc(Cl)cc2)o1 (stereo not drawn)	-12	-2	0	6	5	-36	0.1	1	16
COc1cccc(NC(=O)c2cccnc2)c1	2	-4	3	6	-10	1	1.4	7	7
NC(=O)c1ccc[n+](Cc2ccccc2)c1	6	6	-3	2	2	-5	4.4	-9	12
O=C(Nc1ccc(C(=O)NCCCN2CCCCC2)cc1)C1=CSCCO1	30	1	-3	6	3	-9	-0.5	-2	4
CN(C(=O)c1ccco1)c1nc2c(s1)CCCC2	2	2	-1	18	8	-188	0.1	4	16
Cc1onc(-c2ccccc2Cl)c1C(=O)OCC(=O)N1CCN(c2ccccc2)CC1	13	-9	-2	7	-1	19	0.5	3	17
COc1ccc2nc(N)sc2c1	4	-4	-1	13	-9	10	2.6	5	0
COc1ccc(C2=CC(=O)C[C@H](c3ccc4c(c3)OCO4)C2)cn1	-3	-1	2	9	-3	5	0.3	-22	-21
O=C(NCc1ccncc1)C(=O)N/N=C/c1ccc(OCc2ccccc2)cc1	1	1	0	6	-3	4	5.4	6	-17
COc1ccc(O[C@H]2C=C[C@@H](c3ccccc3)O[C@@H]2COC(=O)CC/C(C)=N/O[C@@H](C)CN2CCCCc3nc(C)c(C)cc32)cc1	2	4	-2	23	x	-15	-1.5	2	6
CCCS(=O)(=O)c1cnc(C2COc3ccccc3O2)nc1N (stereo not drawn)	9	-1	-9	20	-8	82*	-11	8	18
O=C(O)c1cn(C2CCCCC2)c2ccccc2c1=O	-4	2	1	-5	7	30	1.2	-3	-18
Brc1ccc(-c2nnc3sc(CN4CCN(c5ccccc5)CC4)cn23)cc1	-12	2	1	9	-2	40	-1.3	-14	5
CCOc1ccccc1NC(=S)N(CCC(C)C)C1CCN(C(C)=O)CC1	19	-3	3	15	4	22	-1.1	6	11
CC(C)(C)OC(=O)NCCCCCNC(=O)c1nc[nH]c1C(=O)NCCCCCNC(=O)OC(C)(C)C	-3	1	-2	7	-4	29	2.6	5	-6
Cc1cc(C)cc(C(=O)NCC(=O)OCC(=O)NC2CC2)c1	7	-2	-1	-5	-6	19	0.0	-13	-5
COc1ccc(NC(=O)CSc2nnc(-c3ccoc3C)n2CCc2ccccc2)cc1	-13	-3	-3	21	8	-18	3.5	18	12
CCOC(=O)C1=C(C)OC(N)=C(C#N)C1c1ccc(OC)c(C)c1OC (stereo not drawn)	10	-1	0	30	0	9	0.1	14	35
CCc1ccc(C(=O)Nc2cccc(-c3nn[nH]n3)c2)s1	-18	-2	-2	-21	-3	7	-0.6	-9	8
COc1ccc(OC)c(-c2csc(NC(=O)CSc3nnnn3C)n2)c1	-41	6	-3	-7	2	8	1.3	6	6
CCCCNC(=O)[C@H]1C[C@H]1[C@@H](O)[C@H](CO)NC(=O)[C@H](CC(C)C)NC(=O)OC(C)(C)C	-9	-4	0	-27	-6	7	0.4	-12	-6
COc1ccc(NS(=O)(=O)c2ccc(Cl)c(NC(=O)c3cccnc3Cl)c2)cc1	-16	-3	0	4	2	7	0.2	-9	17
COC(=O)CSCC(=O)Nc1nnc(-c2cccc(C)c2)s1	4	-1	-3	20	2	-44	-2.1	22	11
O=C(Cn1cnc2ccccc21)Nc1cccc([N+](=O)[O-])c1	18	-2	-4	0	5	30	0.5	19	1
CCCc1ccc(Oc2coc3cc(OCC(=O)Nc4ccccc4C)ccc3c2=O)cc1	2	0	0	5	-12	9	0.0	-13	-17
Cc1ccc(N(Cc2ccco2)C(=O)c2ccc(N3CCCCC3)c([N+](=O)[O-])c2)cc1	23	-3	3	30	10	54*	-0.5	4	25
Cc1ccccc1OCC(=O)Nc1nc(C)c(C(=O)N(C)C)s1	10	6	-1	14	8	12	1.7	1	11
COc1cc2cc(CN(CCCN3CCOCC3)C(=O)Nc3ccccc3F)c(=O)[nH]c2cc1OC	8	-2	4	3	2	14	-3.2	-2	6
COc1ccc(C(CNC(=O)c2ccc(-n3cnnn3)cc2)N2CCOCC2)cc1 (stereo not drawn)	-2	6	0	-2	-2	-16	-1.3	1	6
CCC(C)(C)NC(=O)COc1ccc(C(=O)c2ccccc2)cc1	10	2	-3	16	-2	-14	1.5	2	29
Cc1cc(Cl)ccc1OC(C)C(=O)NN1C(=O)c2ccccc2C1=O (stereo not drawn)	8	1	-2	16	2	-16	-0.9	24	29
COc1ccccc1NC(=O)Cc1noc(CSc2nnc(C(F)(F)F)n2C)n1	3	0	-2	4	-10	23	-0.1	3	6
CCOC(=O)C1=C(C)N=C2c3ccccc3C(=O)C2C1c1ccccc1 (stereo not drawn)	36	-6	-3	17	9	18	4.9	18	7
CCOC(=O)COc1ccccc1/C=N/Nc1nnc2c3ccccc3n(C)c2n1	8	5	1	9	-12	11	1.8	10	14
S=C(NCc1ccccc1)NCc1ccccc1Cl	10	-3	-3	16	-7	15	0.6	12	46
Cc1ccc(-c2cc(C(=O)Nc3cccc(S(=O)(=O)N(C)C)c3)c3ccccc3n2)o1	38	-6	0	7	8	-22	2.4	11	12
CCC1COCCS(=O)(=O)N1Cc1cccc(Cl)c1 (stereo not drawn)	0	2	3	16	9	4	0.7	11	8

# Arranged by value in TIM10 inh (ascending): some entries from above
Compound,APJ antagonist,APJ agonist,UPR XBP1 act,CXCR6 block,Mdm2 MdmX PPI,TIM10 inh
COc1cc2cc(CN(CCCN3CCOCC3)C(=O)Nc3ccccc3F)c(=O)[nH]c2cc1OC,8,-2,4,2,14,-2
COc1ccc(C(CNC(=O)c2ccc(-n3cnnn3)cc2)N2CCOCC2)cc1 (stereo not drawn),-2,6,0,-2,-16,1
CCOC(=O)COc1ccccc1/C=N/Nc1nnc2c3ccccc3n(C)c2n1,8,5,1,-12,11,10
CCC1COCCS(=O)(=O)N1Cc1cccc(Cl)c1 (stereo not drawn),0,2,3,9,4,11

# Two of the compounds above, field by field.
structure: Cc1cc(Cl)ccc1OC(C)C(=O)NN1C(=O)c2ccccc2C1=O (stereo not drawn)
  APJ antagonist: 8	APJ agonist: 1	UPR XBP1 act: -2	tim10-1 inh: 16	CXCR6 block: 2	Mdm2 MdmX PPI: -16	UPR CHOP act: -0.9	TIM10 inh: 24	tim23-1 inh: 29

structure: COc1ccccc1NC(=O)Cc1noc(CSc2nnc(C(F)(F)F)n2C)n1
  APJ antagonist: 3	APJ agonist: 0	UPR XBP1 act: -2	tim10-1 inh: 4	CXCR6 block: -10	Mdm2 MdmX PPI: 23	UPR CHOP act: -0.1	TIM10 inh: 3	tim23-1 inh: 6

# (cont.)
SMILES	APJ antagonist	APJ agonist	UPR XBP1 act	tim10-1 inh	CXCR6 block	Mdm2 MdmX PPI	UPR CHOP act	TIM10 inh	tim23-1 inh
Nc1nc(N2CCOCC2)n[nH]1	-27	-2	2	9	-7	8	-0.3	-3	6
O=C(COC(=O)C1CC1)Nc1ccc2[nH]c(=O)[nH]c2c1	-14	-4	0	6	-2	9	1.2	-16	-1
C#CCn1cnc2c(cnn2-c2ccc(C)c(C)c2)c1=O	8	-3	2	20	-5	-43	4.8	6	17
O=C(O)C(Cc1cc2ccccc2[nH]1)N1C(=O)C2CC=C(Cl)CC2C1=O (stereo not drawn)	-2	1	-6	1	-6	8	0.5	-1	8
CNc1oc(-c2ccc(OCc3ccccc3)cc2)nc1C#N	4	-1	1	1	-3	-34	3.8	5	1
CCOC(=O)C1CCCN(C(=O)c2ccc3c(c2)NC(=O)C(N2CCOCC2)S3)C1 (stereo not drawn)	14	-1	-3	18	7	12	-4.2	30	25
O=C1[C@H](Oc2ccccc2)[C@@H](c2ccncc2)N1c1ccncc1	x	x	2	14	2	16	0.4	-9	32
Cc1ccc([N+](=O)[O-])cc1NC(=O)Cc1cccs1	13	-1	-1	11	16	-2	1.5	11	5
COc1ccc(-n2c(SCC(N)=O)nnc2-c2ccco2)cc1	-14	-5	-6	-5	7	18	6.8	-8	6
CCNS(=O)(=O)c1ccc(CCC(=O)NCc2ccccn2)cc1	10	2	-4	-4	-3	4	-0.4	3	4
CC(C)c1ccc(CSc2ccc(S(=O)(=O)N3CCOCC3)cn2)cc1	14	0	-4	5	-1	-10	-1.7	16	6
O=C(CN1CCN(c2ccccc2F)CC1)N1CCc2ccccc21	28	-2	1	11	-4	-5	2.6	17	12
CCOc1cc(-c2cc(-c3ccc(C)cc3)nc(N)c2C#N)ccc1O	-17	0	7	42*	5	36	1.9	33	22
COc1ccc(CNC(=O)CCN2C(=O)[C@@H]3Cc4ccccc4CN3C2=O)cc1	21	-1	-1	-4	0	-7	1.4	-7	10
C/C(=N\NC(=O)c1ccc(CSc2nc(C)cc(C)n2)cc1)C1CCCCC1	-6	3	-2	31	-18	11	3.6	25	25
CCN(CC)NC(=O)Nc1ccccc1	4	-1	-1	23	3	-2	-0.6	5	15
O=C(O)c1cccc(NS(=O)(=O)c2ccc(C3CCCCC3)cc2)c1	-7	-3	-2	-4	-5	-11	-1.5	14	3
Cc1cccc2cc(C#N)c(SCC(=O)NNC(=O)Cc3ccccc3)nc12	8	-2	-1	6	-2	78*	-0.7	-24	-7
CCCN(CCC)CCNc1c(N2CCN(C(=O)OCC)CC2)c(=O)c1=O	9	0	3	1	1	-5	4.1	-12	-8
COc1ccc(CN(C(=O)/C=C/c2ccco2)C2CCS(=O)(=O)C2)cc1 (stereo not drawn)	0	1	0	6	2	0	-0.5	13	4
O=C1Nc2cc(S(=O)(=O)N3CCCC3)ccc2N2CCCC12 (stereo not drawn)	11	1	0	23	4	3	-2.2	19	4
